Source: PubChem BioAssay (several laboratories)
dFosB activator: mouse delta FosB homodimer activation. purified delta FosB, TAMRA-CDK5 oligo fluorescence polarization; percent of positive-control signal above neutral wells. activation, % at 25 µM. P13346. 340,000 compounds, 0.99% hits;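 active means mean activation above about 17%, with every replicate also reaching it, limit read from the data, passing the limit was not always enough; inconclusive means only one of the two conditions met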;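 further: fluorescence polarization rise as delta FosB binds a TAMRA Cdk5 AP-1 oligo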
Target sequence (P13346 whole entry, looked up): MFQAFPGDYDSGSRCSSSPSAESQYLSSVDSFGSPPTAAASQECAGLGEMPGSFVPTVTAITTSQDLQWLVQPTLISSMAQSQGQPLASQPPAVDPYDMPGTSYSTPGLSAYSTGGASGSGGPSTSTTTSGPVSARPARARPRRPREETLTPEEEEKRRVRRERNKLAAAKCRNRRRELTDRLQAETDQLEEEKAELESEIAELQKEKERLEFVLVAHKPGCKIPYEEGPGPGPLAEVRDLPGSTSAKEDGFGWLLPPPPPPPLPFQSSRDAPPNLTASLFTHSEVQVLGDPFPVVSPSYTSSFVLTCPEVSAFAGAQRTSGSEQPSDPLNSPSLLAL
Wnt bcat act: activators of Wnt/beta-catenin signaling | Wnt/beta-catenin reporter cell assay, activator, plate reader | activation, % at 9.35 µM | 300,000 compounds, 1.2% hits | AID 743398; in the data active means activation above about 30%, passing the limit was not always enough; inconclusive means no clear call, values can overlap the other calls;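 further: 0% = neutral control wells and 100% = positive control wells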
CDK5 p35 inh: CDK5/p35 (human) kinase inhibition. Q00535+Q15078. Recombinant CDK5/p35, ADP-Glo luminescence, 60 min. inhibition, % at 10 µM. 330,000 compounds, 0.01% hits;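 active means highest replicate inhibition of at least 50% and at least 75% of replicates reaching 50%; inconclusive means only one of the two criteria met; inactive means both criteria failed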;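 further: plate controls were DMSO neutral control for no effect and GW8510 at 10 µM for full effect; many of its hits are not listed in these tables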
Target sequence (Q00535 whole entry, looked up): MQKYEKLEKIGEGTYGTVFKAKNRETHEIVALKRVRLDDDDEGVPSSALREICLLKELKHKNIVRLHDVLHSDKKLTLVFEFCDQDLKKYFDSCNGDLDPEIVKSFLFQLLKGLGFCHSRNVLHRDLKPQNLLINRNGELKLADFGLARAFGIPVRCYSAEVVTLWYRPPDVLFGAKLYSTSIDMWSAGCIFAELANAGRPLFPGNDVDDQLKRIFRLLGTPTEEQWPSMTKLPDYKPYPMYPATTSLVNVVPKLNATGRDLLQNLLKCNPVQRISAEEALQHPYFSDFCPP
Target sequence (Q15078 whole entry, looked up): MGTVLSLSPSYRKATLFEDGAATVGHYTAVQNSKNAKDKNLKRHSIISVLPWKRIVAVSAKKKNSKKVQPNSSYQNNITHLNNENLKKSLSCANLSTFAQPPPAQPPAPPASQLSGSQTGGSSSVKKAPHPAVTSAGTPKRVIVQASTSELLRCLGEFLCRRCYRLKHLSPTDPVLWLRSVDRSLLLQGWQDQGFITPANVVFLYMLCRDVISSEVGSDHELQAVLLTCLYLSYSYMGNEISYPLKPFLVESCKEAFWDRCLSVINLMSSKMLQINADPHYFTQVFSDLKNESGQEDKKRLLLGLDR
RTF Ca sens act: increases calcium sensitivity of human cardiac regulated thin filaments. P19429+P45379. IANBD-labeled TnC RTF fluorescence at EC20 calcium; 0% EC20 calcium, 100% full calcium. activation, % at 7.2 µM. 340,000 compounds, 0.24% hits. AID 493008;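 active means activation above the mean over all tested compounds plus 3 SD, cut at about 30% in these data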;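 further: rise in fluorescence read as greater calcium sensitivity of cardiac thin filaments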
Tat transport: inhibitors of E. coli Tat protein transport | E. coli MC4100 TorA-mCherry Tat export, fluorescence | inhibition, % at 10 µM | 340,000 compounds, 0.036% hits;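 active means mean replicate inhibition at least 50% and at least half of replicates individually reaching 50%; inconclusive means only one of the two criteria met; inactive means neither criterion met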;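 further: exported cargo escapes ClpAP degradation while cytoplasmic cargo is degraded and loses fluorescence; 0% = median of neutral control wells and 100% = median of NaSCN control wells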
CAL PDZ FP-1: blocks peptide binding to the human CAL PDZ domain | Q9HD26 | AID 602252 | inhibition, % at 24.9 µM | 300,000 compounds, 0.92% hits | purified CAL PDZ, TMR-peptide fluorescence polarization, 1 h;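 active means mean inhibition of at least 30% with at least half of replicates also reaching 30%; inconclusive means no clear call, values can overlap the other calls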;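 further: 0% = DMSO neutral control and 100% = excess unlabeled competitor peptide PRC23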
Rtt109 Vps75: blocks Candida albicans Rtt109/Vps75 acetyltransferase activity | Q5AAJ8 | inhibition, % at 34.9 µM | purified Rtt109/Vps75, ThioGlo CoA-SH fluorescence, 4 h | 330,000 compounds, 0.16% hits | AID 540336;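 active means inhibition of at least 50% in every replicate; inconclusive means best replicate reaches 50% inhibition but some replicates fall short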
V-ATPase pHluor: alters yeast V-ATPase proton transport | response, % at 10 µM | S. cerevisiae, pHLuorin cytosolic pH fluorescence | AID 504577 | 350,000 compounds, 0.37% hits; in the data active means response mostly above about 7.3%, no sharp cut-off; inactive means mostly below about 5.4%; further: actives read high; inactives centre near 0; some compounds called inactive have numbers as strong as hits
MITF TRPM1 HTS: increases MITF-driven TRPM1 promoter luciferase signal | AID 588334 | SK-MEL-5 TRPM1-promoter luciferase, 24 h; % of positive control, neutral wells = 0 | activation, % at 12.5 µM | 300,000 compounds, 0.75% hits;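 active means mean activation of at least 80% with every replicate also reaching 80%; inconclusive means mean reaches 80% but some replicate falls short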;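 further: 0% = neutral control wells and 100% = parthenolide positive control wells; values of inactives mirror those of a sister screen read the other way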
CAL PDZ FP-2: human CAL PDZ-peptide interaction inhibition; Q9HD26; purified CAL PDZ, TMR-peptide fluorescence polarization, 1 h; inhibition, % at 20 µM; 330,000 compounds, 0.02% hits; AID 504414;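 active means highest replicate inhibition of at least 40%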;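 further: plate controls were DMSO neutral control wells for no effect and unlabeled competitor peptide control wells for full effect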
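Read-out basis: mP drop reported as inhibition | Assay system: Tagged CAL PDZ protein CerCALP, purified | Benchmarks: Unlabelled peptide for full inhibition, DMSO wells as neutral | Schedule: 1 h incubation at room temperature before polarization reading | Buffer or medium: Sodium phosphate/NaCl buffer pH 7.4 with TCEP, IgG, Thesit | Doses: Single point, 20 µM | Measured by: Fluorescence polarization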
Active calls of the source: *; i = inactive; ? = inconclusive; nt = no result given. Hits appear at their usual frequency; 4.1% or so of the library scored in one or more.

SMILES | dFosB activator | Wnt bcat act | CDK5 p35 inh | RTF Ca sens act | Tat transport | CAL PDZ FP-1 | Rtt109 Vps75 | V-ATPase pHluor | MITF TRPM1 HTS | CAL PDZ FP-2
CC(=O)c1cccc(NC(=O)c2nc(-c3ccccc3)oc2C)c1 | -27.0 | -0.8 | 0.4 | 2.1 | -2.1 | 4.4 | -5.4 | -0.1 | 3.4 | -2.7
CS(=O)(=O)N1CCCC(C(=O)NCc2ccc(F)cc2)C1 (stereo unspecified) | -3.4 | -6.8 | -0.3 | -1.4 | -9.4 | -2.9 | 5.9 | 3.9 | -5.3 | 0.4
CCc1nc(N)nc(N)c1-c1ccc(Cl)c([N+](=O)[O-])c1 | -12.5 | -4.2 | 1.2 | -4.1 | -9.0 | -2.0 | -0.5 | 4.0 | -33.4 | -1.0
C=CCN(CC(O)c1cccc([N+](=O)[O-])c1)C(C)CCc1ccccc1 (stereo unspecified) | -2.8 | -1.2 | 0.3 | 1.1 | 8.4 | -1.1 | 8.3 | 2.4 | -9.7 | -0.4
Cn1c(N2CCOCC2)c(/C=N/O)c2ccccc21 | -3.4 | -4.1 | -0.9 | -6.8 | -2.6 | -2.4 | 4.2 | 2.2 | 13.1 | -2.9
c1ccc(Cn2ncc3c(N4CCN(C(c5ccccc5)c5ccccc5)CC4)ncnc32)cc1 | -3.3 | -0.9 | -4.1 | 2.7 | 1.6 | -0.8 | -6.4 | 0.1 | nt | -0.5
CCOC(=O)c1c(NC(=O)CSc2cn(CC)c3ccccc23)sc2c1CCC2 | -2.2 | -0.5 | 0.3 | 7.4 | -1.5 | nt | -1.0 | -0.3 | nt | -0.4
COc1cccc(CC(Cc2nc3ccccc3[nH]2)c2nc3ccccc3[nH]2)c1 (stereo unspecified) | 1.5 | 5.4 | 2.8 | 4.2 | -2.7 | 4.1 | -3.2 | 4.9 | 15.6 | -2.0
Cc1cc(C)cc(N(C(C)C(=O)NCCC2=CCCCC2)S(C)(=O)=O)c1 (stereo unspecified) | -11.6 | -0.8 | -0.2 | -0.8 | 7.7 | 0.0 | -11.3 | -1.3 | -15.8 | 0.9
N=C(N)SCc1ncccc1O | -9.8 | 24.3 | -1.4 | 2.6 | -7.1 | -5.3 | -3.7 | 4.3 | 2.5 | -1.9
Cc1ccc(S(=O)(=O)N(C)Cc2ccc(C(=O)NN=C3C4CC5CC(C4)CC3C5)cc2)cc1 | -13.1 | -0.6 | -9.2 | 6.9 | 2.2 | -1.3 | -2.6 | -0.5 | -10.0 | -0.5
CCN(CC)C(=O)CCNS(=O)(=O)c1ccc(C)cc1 | -6.3 | nt | 0.4 | -6.5 | -17.6 | -5.1 | 3.8 | -4.8 | -2.1 | -0.5
O=C(NCc1ccc(F)cc1Cl)C1CCN(S(=O)(=O)N2CCC3(CC2)OCCO3)CC1 | -6.1 | -12.9 | -1.1 | -3.5 | -2.6 | -0.4 | -6.7 | -0.6 | 1.1 | -2.0
Cc1ccc(C(=O)NC(C)C2CC3CCC2C3)c(C)c1 (stereo unspecified) | -3.4 | 0.8 | -0.9 | -6.0 | 4.6 | -2.2 | -2.4 | -0.4 | 43.2 | -2.9
Cc1cc(NC2CCCCC2)nc2ccccc12 | -4.9 | nt | 0.6 | -0.8 | -17.3 | 2.5 | -8.7 | 1.1 | 10.9 | -3.2

Given as labelled records: part of the list above.
c1ccc(Cn2ncc3c(N4CCN(C(c5ccccc5)c5ccccc5)CC4)ncnc32)cc1
  dFosB activator = -3.3	Wnt bcat act = -0.9	CDK5 p35 inh = -4.1	RTF Ca sens act = 2.7	Tat transport = 1.6	CAL PDZ FP-1 = -0.8	Rtt109 Vps75 = -6.4	V-ATPase pHluor = 0.1	MITF TRPM1 HTS = nt	CAL PDZ FP-2 = -0.5

Cc1ccc(S(=O)(=O)N(C)Cc2ccc(C(=O)NN=C3C4CC5CC(C4)CC3C5)cc2)cc1
  dFosB activator = -13.1	Wnt bcat act = -0.6	CDK5 p35 inh = -9.2	RTF Ca sens act = 6.9	Tat transport = 2.2	CAL PDZ FP-1 = -1.3	Rtt109 Vps75 = -2.6	V-ATPase pHluor = -0.5	MITF TRPM1 HTS = -10.0	CAL PDZ FP-2 = -0.5

Next part:
SMILES | dFosB activator | Wnt bcat act | CDK5 p35 inh | RTF Ca sens act | Tat transport | CAL PDZ FP-1 | Rtt109 Vps75 | V-ATPase pHluor | MITF TRPM1 HTS | CAL PDZ FP-2
Cc1ccc(-n2c(C)cc(C(=O)OCC(=O)N(C)C3CCS(=O)(=O)C3)c2C)cc1 (stereo unspecified) | -7.7 | nt | 1.0 | -0.2 | -9.7 | -1.4 | -10.0 | -0.3 | 2.8 | -0.4
COc1ccc(OC)c(C(c2nnnn2Cc2ccccc2)N2CCN(C3CCCCC3)CC2)c1 (stereo unspecified) | -14.8 | -3.2 | 0.2 | 3.4 | 4.6 | -1.9 | -5.4 | 0.0 | nt | -1.2
Cc1ccc(NC(=O)c2cc(N3C(=O)C=CC3=O)ccc2Cl)cc1C | -12.8 | 16.1 | 3.6 | 10.7 | -2.8 | -7.9 | -5.4 | -0.9 | -13.0 | -3.3
COCCn1c(-c2ccco2)nc2nc3ccccc3nc21 | -1.1 | nt | -1.2 | 6.1 | 2.9 | -2.6 | i | -11.0 | 8.3 | -0.4
O=C(CCn1cccc1)Nc1cccc(F)c1 | -3.1 | nt | 0.3 | -5.5 | 2.2 | -40.2 | -7.5 | 0.6 | 17.1 | -0.9
Cc1ccc(C(=O)OCC(=O)NCc2ccc3c(c2)OCO3)o1 | -0.6 | -2.5 | 0.9 | -2.4 | -3.8 | nt | -0.1 | -2.5 | 2.6 | -0.3
O=C(CCc1ccccc1)NC(=S)Nc1ccccc1Br | -9.1 | 5.7 | -2.4 | 0.6 | 5.3 | -2.8 | -3.7 | -2.8 | 18.5 | -4.1
CCOC(=O)C1(CCc2ccccc2)CCN(Cc2nccn2CC)CC1 | -12.5 | -4.5 | 0.4 | -1.9 | 8.4 | 0.7 | -4.2 | 3.1 | -18.3 | -2.9
CCc1cc(-c2nnc(SCC(=O)NC3CC3)n2C)cs1 | 0.1 | 0.1 | 1.0 | -0.9 | 0.8 | 1.3 | -5.4 | -1.7 | 8.4 | 0.1
COc1ccc(CCC(=O)NNC(=S)NCc2ccc(F)cc2)cc1 | -9.4 | 0.1 | -0.5 | 0.1 | -6.9 | nt | -5.7 | -0.2 | -12.0 | -1.4
Cc1ccccc1NC(=O)Nc1nnc(CC(=O)NCc2ccccc2)s1 | 0.8 | 2.9 | 1.0 | -2.3 | 1.7 | -1.5 | -0.7 | -2.4 | 4.4 | -1.0
Cc1ccc(N(CC(=O)N/N=C/c2cccs2)S(C)(=O)=O)cc1 | -6.7 | 10.4 | 0.2 | -2.3 | -8.2 | -2.7 | 2.2 | -0.9 | -6.7 | 0.4
O=C(O)c1ccccc1SC1CC(=O)N(c2ccc3c(c2)OCO3)C1=O (stereo unspecified) | -4.1 | nt | -2.1 | 10.2 | 12.0 | -1.0 | 4.0 | -1.6 | 2.6 | 0.2
O=C1CS(=O)(=O)N(Cc2ccccc2F)c2ccc(Br)cc21 | -12.5 | -1.3 | -0.6 | -1.0 | -3.8 | -3.8 | -6.0 | -1.2 | -15.2 | -0.6
COc1cc(/C=N\Nc2nc(-c3ccc(C)cc3)c(NC(C)=O)s2)ccc1O | -4.2 | -0.3 | -1.3 | -5.4 | -1.7 | -3.9 | 0.1 | 1.9 | 9.4 | -4.5
O=C(NNC(=O)c1ccccc1F)c1cccc(S(=O)(=O)N2CCc3ccccc32)c1 | -2.3 | 3.6 | 1.1 | -4.4 | 2.7 | nt | 6.7 | 0.4 | -4.6 | -1.1
O=C1NC2(CCCCCC2)C(=O)N1Cc1ccccc1Br | -8.1 | -2.8 | 2.0 | -4.6 | 2.9 | 48.0* | 2.5 | -1.4 | 0.8 | -0.5
Cc1cc(/C=N/NC(=O)C(=O)NCc2ccccn2)c(C)n1-c1cccc(Br)c1 | -12.1 | -0.5 | 0.5 | 8.8 | 2.6 | 1.6 | -0.2 | 3.0 | -4.9 | -1.9
CC[C@H](C)Cc1cn([C@@H](CCCCN)C(=O)NCCCCCCCCCCC(=O)N2CCNCC2)nn1 | 6.9 | -0.4 | 0.6 | -6.0 | 3.1 | -5.8 | ? | -1.0 | 3.4 | -0.7
COc1ccccc1NC(=S)Nc1ccc2cn[nH]c2c1 | -6.9 | 3.1 | 1.3 | 0.8 | -7.2 | -1.7 | -5.4 | -0.3 | -7.2 | -0.5
CO/N=C(\N)c1nonc1N | -0.8 | 0.7 | 0.2 | -0.1 | -7.9 | -5.0 | -5.9 | -5.2 | nt | 0.0
Cc1cccc(NC(=O)CNC(=O)CCNC(=O)c2ccc(C(C)(C)C)cc2)c1C | -11.8 | -2.7 | -0.8 | -4.5 | 4.6 | -1.5 | 8.0 | -2.9 | 21.2 | -1.9
COc1ccc2c(c1)CC/C2=N\OC(=O)c1cccc(C)c1 | -5.0 | 14.1 | -1.6 | 8.1 | -1.6 | -3.9 | 7.0 | 1.4 | 42.0 | -2.0
Cc1c(C)c2c(C)[nH]nc2oc1=O | -0.5 | nt | 0.8 | -3.6 | 11.3 | 5.1 | -7.2 | -3.4 | 11.6 | -0.5
Cc1cccc(OCCn2c(NC(=O)c3ccco3)nc3ccccc32)c1 | -0.1 | -1.7 | -0.5 | -9.7 | -1.4 | -1.6 | -8.5 | 0.2 | -10.0 | -1.1
O=C(Nc1cccc(O)c1)c1ccc(Br)c(S(=O)(=O)N2CCCCC2)c1 | 0.3 | -10.6 | -0.7 | -1.3 | 1.3 | 6.7 | 4.1 | -2.0 | 32.8 | 0.6
C[C@H](NC(=O)C1CC(=O)N(c2ccc3c(c2)OCCO3)C1)C(=O)NC1CCCC1 (stereo partly specified) | 5.6 | -3.5 | nt | -1.5 | -16.0 | 0.2 | 0.6 | -0.5 | -1.1 | -2.0
COc1cc(C)c(C)cc1S(=O)(=O)NC1CC(C)(C)NC(C)(C)C1 | -0.6 | -2.2 | 0.7 | -8.9 | -3.7 | -4.3 | -2.3 | 0.1 | 0.5 | -0.5
COCCn1nnnc1CN(Cc1ccco1)Cc1cc2cc3c(cc2[nH]c1=O)OCO3 | 1.0 | nt | 0.0 | 8.2 | -3.6 | -1.8 | 1.8 | -0.1 | -9.9 | 0.1

Structures listed so far shown as hits in CAL PDZ FP-1.
SMILES | dFosB activator | Wnt bcat act | CDK5 p35 inh | RTF Ca sens act | Tat transport | CAL PDZ FP-1 | Rtt109 Vps75 | V-ATPase pHluor | MITF TRPM1 HTS | CAL PDZ FP-2
O=C1NC2(CCCCCC2)C(=O)N1Cc1ccccc1Br | -8.1 | -2.8 | 2.0 | -4.6 | 2.9 | 48.0* | 2.5 | -1.4 | 0.8 | -0.5
